SNCA expr inh: Primary qHTS assay for inhibitors of alpha-synuclein gene (SNCA) expression. HEK-293 SNCA-luciferase knock-in, luminescence, 24 h. AID 1671194, 2021. hit rate 0.17% among 140,000. Potency, µM (series often up to 57.2 µM), for the others: at the highest dose activity change, negative = inhibition, hits mostly inhibitors;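 also: potency is read from the fitted curve at half-maximal effect; plate controls were DMSO cells for no effect and cell-free wells for full effect; nearly all actives have a fitted effect of over 45% in size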
HEK293 tox: Cytotoxic Profiling in HEK 293 Cell Line of Diverse Libraries Using Quantitative High-Throughput Screening; HEK 293 viability, ATP luminescence (CellTiter-Glo), 48-72 h; Potency, µM (highest dose often 115 µM), for the others: at the top dose activity change, negative = cytotoxicity, most hits filed as inhibitors; hit rate 6.6% among 94,000; also: potency is read from the fitted curve at half-maximal effect; nearly all actives have a fitted effect of over 60% in size
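Cells seeded first (HEK 293, 250 cells/well), then compound added by pintool. Incubation ran 48 or 72 hr at 37 degree Celsius. CellTiter-Glo was added and luminescence imaged after 10 min at room temperature.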
FLuc inh: Firefly luciferase inhibition profiling of diverse chemical library using quantitative high-throughput screening | Luciferin 4-monooxygenase (Photinus pyralis), P08659 | purified P. pyralis luciferase, luminescence, biochemical | Potency, µM (highest dose often 115 µM), for the others: top-dose activity change, negative = inhibition, actives largely listed as inhibitors | hit rate 2.5% among 76,000; also: potency is read from the fitted curve at half-maximal effect; nearly all actives have a fitted effect of over 65% in size
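Biochemical qHTS: compound (6-point titration) added to 10uM D-luciferin plus 10uM ATP in Tris acetate pH 7.5 buffer with Mg, Tween-20 and BSA, then purified enzyme at 10nM; light output imaged.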
IP6K1 inhibitor: Primary qHTS assay for small molecule inhibitors of Inositol hexaphosphate kinase 1 (IP6K1); Inositol hexakisphosphate kinase 1 (Homo sapiens), Q92551; IP6K1 kinase, ADP-Glo luminescence, 2 h; stronger effect = lower value; activity change, % (series mostly up to about 58 µM); hit rate 0.81% among 140,000; AID 1645851, 2021; in the data active = activity change below about -25%
Target sequence (Q92551 whole entry, looked up): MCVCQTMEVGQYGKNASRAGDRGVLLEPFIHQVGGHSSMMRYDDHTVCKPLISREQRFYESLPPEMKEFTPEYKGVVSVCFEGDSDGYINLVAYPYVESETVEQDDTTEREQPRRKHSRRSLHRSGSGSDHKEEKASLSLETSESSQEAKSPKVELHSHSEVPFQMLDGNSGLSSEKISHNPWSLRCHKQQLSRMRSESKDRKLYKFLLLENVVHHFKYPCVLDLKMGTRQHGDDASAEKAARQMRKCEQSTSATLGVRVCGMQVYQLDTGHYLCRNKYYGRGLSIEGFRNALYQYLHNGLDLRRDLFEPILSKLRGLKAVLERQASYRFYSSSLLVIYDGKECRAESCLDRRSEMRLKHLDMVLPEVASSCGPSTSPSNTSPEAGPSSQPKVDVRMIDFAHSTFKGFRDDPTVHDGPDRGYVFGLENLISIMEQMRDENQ
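ADP-Glo luminescence measures ADP made by human IP6K1 during a 2 h RT reaction with ATP/IP6 (mix at 1.3 mM/130 uM); top library doses 57.5 and 19.1 uM final.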
HEK293 viab: GF-AFC viability counterscreen for inhibitors of alpha-synuclein gene (SNCA) expression | hit rate 0.12% among 150,000 | HEK-293-SNCA-luc viability, GF-AFC fluorescence, 24 h | Potency, µM (series often up to 57.1 µM), for inactives: at the highest dose activity change, negative = cytotoxicity, actives largely listed as cytotoxic;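 also: potency is read from the fitted curve at half-maximal effect; 0% = DMSO-treated cells and -100% = medium-only wells without cells; nearly all actives have a fitted effect of over 30% in size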
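HEK-293-SNCA-luc cells (1500/well) plated 24 h, then exposed 24 h to a dilution series; GF-AFC added 30 min at 37C, fluorescence 405/540 nm; normalised to medium-only and DMSO wells, Hill fit.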
GPT2 inhibitor: Primary qHTS assay for inhibitors of Glutamate pyruvate transaminase 2 (GPT2). Potency, µM (highest dose often 57.7 µM), inactives show top-dose activity change, negative = inhibition, actives largely listed as inhibitors. AID 1671188, 2021. Recombinant GPT2, coupled pyruvate oxidase/HRP Amplex Red fluorescence. hit rate 0.25% among 100,000. Alanine aminotransferase 2 (Homo sapiens), Q8TD30; also: potency is read from the fitted curve at half-maximal effect; nearly all actives have a fitted effect of over 60% in size; many of its hits are not listed in these tables
Target sequence (Q8TD30 whole entry, looked up): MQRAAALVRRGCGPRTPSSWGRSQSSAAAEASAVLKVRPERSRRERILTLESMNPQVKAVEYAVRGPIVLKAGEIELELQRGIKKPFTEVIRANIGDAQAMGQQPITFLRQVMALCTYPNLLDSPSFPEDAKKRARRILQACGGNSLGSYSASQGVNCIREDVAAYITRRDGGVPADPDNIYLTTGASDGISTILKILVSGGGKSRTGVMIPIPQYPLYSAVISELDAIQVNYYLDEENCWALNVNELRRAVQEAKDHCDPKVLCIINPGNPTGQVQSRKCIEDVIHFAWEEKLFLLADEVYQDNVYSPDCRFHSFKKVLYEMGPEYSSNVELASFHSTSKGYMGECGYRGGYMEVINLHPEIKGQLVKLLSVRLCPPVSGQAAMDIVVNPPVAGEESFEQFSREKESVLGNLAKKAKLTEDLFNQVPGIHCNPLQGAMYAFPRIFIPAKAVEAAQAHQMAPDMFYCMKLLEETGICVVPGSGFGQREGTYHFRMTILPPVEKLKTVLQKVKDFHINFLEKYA
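Fluorescence of coupled pyruvate oxidase/HRP/Amplex Red system (50uM Amplex, 30 min, dark) reports pyruvate formed by GPT2. Enzyme reaction: 10ng/uL GPT2, 2mM L-alanine, 250uM a-KG, 30 min room temperature, pH 7.5; 50uM AOA control.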
3T3 cytotox: Cytotoxic Profiling in NIH 3T3 Cell Line of Diverse Libraries Using Quantitative High-Throughput Screening. NIH 3T3 viability, CellTiter-Glo ATP luminescence, 48-72 h. AID 1345082, 2018. hit rate 4.3% among 94,000. Potency, µM (titrated, usually from 96.7 µM), inactives show at the top dose activity change, negative = cytotoxicity, most hits filed as inhibitors; also: potency is read from the fitted curve at half-maximal effect; nearly all actives have a fitted effect of over 55% in size
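Viability of NIH 3T3 cells after 48 or 72 hr compound treatment at 37 °C was assessed by CellTiter-Glo, with luminescence imaged following a 10 min room-temperature step.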
An asterisk follows results filed as active; i = inactive; ? = inconclusive; . = not tested or not shown; & = joins results of further samples; [ ] = remark or other dose. Unless noted, calls follow the shape of the dose curve; as a rule, active = well fitted curve in the direction sought with a large enough effect; inconclusive = small, poorly fitted or top-dose-only effect, or another doubt; inactive = no such curve, though single readings can be large; an effect the other way counts as inactive or inconclusive. Unless noted, % is scaled to controls: 0 for no effect and ±100 for the full control effect.

1	CCOc1ccc(C(=O)Nc2ccc3nn(-c4ccc(OC)c(Cl)c4)nc3c2)cc1
2	O=C(CN1C(=O)NC2(CCCCC2)C1=O)Nc1ccccc1
3	CCc1noc(C)c1C(=O)N[C@H]1[C@@H]2CCO[C@@H]2[C@@H]1C1CCCC1
4	COC(=O)[C@H]1CN(C(=O)c2ccc(N(C)C)cc2)CCN1C(=O)c1cccs1
5	Cc1ccc(NC(=O)Cn2c(=O)n(Cc3ccc(F)cc3)c(=O)c3cccnc32)cc1C
6	O=C(Nc1ccccc1)N1CCC(CCc2nc(C3CCOCC3)no2)CC1
assay / compound	1	2	3	4	5	6
SNCA expr inh	-3%	37%[activator]	2%	23%[87.6 µM]	-4%	?
HEK293 tox	.	9%	-1%	-14%[172 µM]	.	40µM*
FLuc inh	.	-3%	7%	-24%[172 µM]	.	.
IP6K1 inhibitor	6	25	12	10	-3	7
HEK293 viab	2%	-5%	0%	7%[87.6 µM]	1%	1%
GPT2 inhibitor	.	-12%	-4%	2%[88.5 µM]	.	0%
3T3 cytotox	.	1%	2%	-14%[138 µM]	.	?

7	Cn1nc(C(=O)Nc2cc(F)ccc2F)c2c1-c1ccccc1SC2
8	O=C(CSc1nc2c(oc3ccccc32)c(=O)n1Cc1ccco1)Nc1cccc(Cl)c1
9	COc1ccc(-c2ccc3ncc(Nc4ccc5c(c4)OCO5)n3n2)cn1
10	Cn1cccc1C(=O)N1CC[C@@H]2CN(S(C)(=O)=O)[C@@H]2C1
11	CC(C)CCN1CCC(N2CCN(S(=O)(=O)c3ccc(Cl)cc3)CC2)C1=O (stereo not drawn)
12	CC1(C)CCC2(C(=O)OC3OC(CO)C(O)C(O)C3O)CCC3(C)C(=CCC4C5(C)CCC(OC6OC(C(=O)O)C(OC7OC(CO)C(O)C(O)C7O)C(OC7OC(CO)C(O)C(O)C7O)C6O)C(C)(C)C5CCC43C)C2C1 (stereo not drawn)
assay / compound	7	8	9	10	11	12
SNCA expr inh	59%[activator]	16%	0%[87.6 µM]	?	51%[activator]	.
HEK293 tox	.	.	?	i	?	.
FLuc inh	.	.	-10%[172 µM]	-2%	7%	.
IP6K1 inhibitor	17	4	-20	13	3	10
HEK293 viab	0%	?	-15%[87.6 µM]	2%[12.5 µM]	1%	-7%[12.5 µM]
GPT2 inhibitor	.	.	?	i	4%	i
3T3 cytotox	.	.	?	i	-28%	.

For reference, some entries already given.
6	O=C(Nc1ccccc1)N1CCC(CCc2nc(C3CCOCC3)no2)CC1
7	Cn1nc(C(=O)Nc2cc(F)ccc2F)c2c1-c1ccccc1SC2
8	O=C(CSc1nc2c(oc3ccccc32)c(=O)n1Cc1ccco1)Nc1cccc(Cl)c1
9	COc1ccc(-c2ccc3ncc(Nc4ccc5c(c4)OCO5)n3n2)cn1
assay / compound	6	7	8	9
SNCA expr inh	?	59%[activator]	16%	0%[87.6 µM]
HEK293 tox	40µM*	.	.	?
FLuc inh	.	.	.	-10%[172 µM]
IP6K1 inhibitor	7	17	4	-20
HEK293 viab	1%	0%	?	-15%[87.6 µM]
GPT2 inhibitor	0%	.	.	?
3T3 cytotox	?	.	.	?

(next part)
13	CCC12CN3CC(C)(CN(C1)C3c1c(C)n(C)c3ccccc13)C2=O (stereo not drawn)
14	COc1cccc2sc(NC(=O)CS(=O)(=O)c3ccc(C)cc3)nc12
15	Cc1ccc(CN2C(=O)NC3(CCN(C(=O)Cc4cccc(F)c4)CC3)C2=O)cc1
16	O=C(C1CCCN1C(=O)c1ccccc1)N1CCC(c2nc3ccncc3[nH]2)C1 (stereo not drawn)
17	CCOC(=O)CSc1nc2cc3c(cc2c(=O)n1Cc1ccc(C(=O)NCCc2ccc(OC)c(OC)c2)cc1)OCO3
18	COC(=O)CNC(=O)c1ccc2nnc(-c3cccc(OC(F)(F)F)c3)n2c1
assay / compound	13	14	15	16	17	18
SNCA expr inh	3%	7%	-13%	-11%	-10%	13%
HEK293 tox	.	.	?	i	.	4%
FLuc inh	.	.	10%	.	.	.
IP6K1 inhibitor	15	-2	-3	2	25	6
HEK293 viab	5%	-2%	1%	10%	-6%	-14%
GPT2 inhibitor	.	.	2%	3%	.	-11%
3T3 cytotox	.	.	?	-7%	.	-21%

19	COc1ccc(C(=O)N2CCC(N3C(=O)C(OC)C34CCOCC4)CC2)cc1 (stereo not drawn)
20	CC(C)c1cccc(NC(=O)CN2C(=O)NC(c3ccccc3Cl)C3=C2COC3=O)c1 (stereo not drawn)
21	CC(C)NC(=O)N[C@H]1CCN2C(=O)c3cc(-c4ccc5c(c4)OCO5)ccc3NC(=O)[C@@H]2C1
22	CCC1CCCCN1C(=O)CSc1nc2c([nH]c3ccccc32)c(=O)n1-c1ccc(OC)cc1 (stereo not drawn)
23	Cc1ccc(-c2ccccc2CN2CCN([S+](C)(=O)[O-])CC2)cc1Cl
24	Cc1c(C(=O)N2C[C@@H](C)[C@](O)(C3CCC3)C2)n(C)c2c(C)cccc12
assay / compound	19	20	21	22	23	24
SNCA expr inh	5%	?	7%	0%	-1%	-14%
HEK293 tox	-6%	40µM*	1%	.	?	?
FLuc inh	0%	?	-2%	.	.	-2%
IP6K1 inhibitor	-8	6	10	-10	2	-9
HEK293 viab	6%	-20%	1%	4%	2%[12.5 µM]	-9%
GPT2 inhibitor	i	i	i	.	-1%	-8%
3T3 cytotox	2%	?	i	.	?	?

25	CCOCCNc1ncnc2c1CN(C1CCCNCC1)C(=O)CN2C (stereo not drawn)
26	COCCn1c(C)cnc1CCNC(=O)NCc1ccc(C)cc1
27	CNC(=O)c1cc(C2CC2)nc2c1c(C1CCN(C(=O)c3ccc(Cl)nc3)CC1)nn2C
28	COc1cccc(C(=O)N2CCOC[C@H](OC)C2)c1
29	COc1cccc(CCC(=O)Nc2ccc(-c3nnc4n3CCCC4)cc2)c1
30	Cc1cc(C)cc(NC(=O)CCCc2nc(-c3ccccc3Cl)no2)c1
assay / compound	25	26	27	28	29	30
SNCA expr inh	13%	4%	.	-7%[87.6 µM]	-3%	21%
HEK293 tox	i	i	1%	i	14%	.
FLuc inh	.	7%	.	3%[230 µM]	-1%	.
IP6K1 inhibitor	-28*	-7	0	14	19	2
HEK293 viab	5%	-5%	.	-2%[87.6 µM]	10%	-10%
GPT2 inhibitor	-8%	i	.	0%[88.5 µM]	i	.
3T3 cytotox	3%	-1%	?	i	-1%	.

31	CCOC(=O)C1=C[C@]2(CC)CCCN3CCc4c(n1c1ccccc41)[C@@H]32
32	COc1cc(Cl)c(C)cc1NC(=O)CN1C(=O)C(c2ccccc2)=NC12CCCC2
33	COc1ccc(NC(=O)C2CC(=O)N(c3n[nH]c4cc(Br)ccc34)C2)cc1 (stereo not drawn)
34	COCCNC(=O)CSc1nnc2[nH]c(=O)cc(C)n12
35	Cc1noc(-c2cn(C3CCN(C(=O)c4ccoc4)C3)nn2)n1 (stereo not drawn)
36	Cc1cc(C)cc(NC(=O)c2sc3nc[nH]c(=O)c3c2C)c1
assay / compound	31	32	33	34	35	36
SNCA expr inh	-12%	-18%	8%	-6%	-4%	31%[activator]
HEK293 tox	.	?	-1%	.	-4%	.
FLuc inh	.	-11%	3%	.	-1%	.
IP6K1 inhibitor	5	5	-7	-9	5	8
HEK293 viab	-5%	-7%[12.5 µM]	1%	-6%	1%	7%
GPT2 inhibitor	-2%&1%	i	i	.	i	.
3T3 cytotox	.	?	-5%	.	-26%	.

37	CCNC(=O)N(C1CC1)C1CCOC2(CCN(C(=O)c3sc(C)nc3C)CC2)C1 (stereo not drawn)
38	C=CCNC(=O)CCc1c(CC)nn(-c2ccc(OC)cc2)c1Oc1ccccc1F
39	CN1CCCCCCN(C(=O)c2cnccn2)[C@H]2CCC[C@H]2C1=O
40	Cc1ccc(CNC(=O)c2cc(C)nc3c2c(C)nn3-c2ccc(C)cc2)cc1
41	Cc1cccc(C(C)C)c1NC(=O)c1ccc2c(c1)CCCN2S(C)(=O)=O
42	COCC(=O)N[C@H]1C[C@@H](Cc2cc(-c3ccccc3)on2)C1(C)C
assay / compound	37	38	39	40	41	42
SNCA expr inh	-16%	-8%	-12%	-9%	-10%	0%[87.6 µM]
HEK293 tox	i	?	i	.	.	?
FLuc inh	5%	13%	0%	.	.	?
IP6K1 inhibitor	-11	-5	-5	-3	17	-10
HEK293 viab	8%	-2%	8%	3%	6%	-11%[87.6 µM]
GPT2 inhibitor	4%	i	-5%	.	.	-14%[88.5 µM]
3T3 cytotox	-18%	?	1%	.	.	?

43	O=C(NNc1nc2cc(F)ccc2n2cccc12)c1cnccn1
44	Cc1nn(CC(=O)NC2CCC(C)CC2)c(=O)c2c1sc1ccccc12 (stereo not drawn)
45	CO[C@H]1C(=O)N(C2CCN(Cc3cccc(C)c3)CC2)[C@H]1c1ccncc1
46	Cc1csc(NC(=O)c2nc3c(o2)CCN(Cc2ccc4[nH]ccc4c2)CC3)n1
47	COc1ccc(-c2nc3ccc(C4=NNC(=O)CC4C)cc3[nH]2)cc1 (stereo not drawn)
48	O=C(c1c(F)cccc1F)N(CC1CCOC1)C1CC1 (stereo not drawn)
49	CN1CCC(=C2c3ccccc3Sc3ccccc32)CC1
50	OC[C@H]1O[C@@H](OC/C=C/c2ccc(O)cc2)[C@H](O)[C@@H](O)[C@@H]1O
51	O=C(Cc1ccc(F)c(F)c1F)N[C@@H]1CCNC[C@H]1O
assay / compound	43	44	45	46	47	48	49	50	51
SNCA expr inh	.	8%	?	86%[activator][87.6 µM]	169%[activator][25.6 µM]	-7%	-39%[25.6 µM]	.	28%
HEK293 tox	.	.	-6%	100µM*	.	3%	.	.	-24%
FLuc inh	.	.	.	35µM*	.	-3%	.	.	2%
IP6K1 inhibitor	20	18	8	2	-11&3	10	10	-4	39
HEK293 viab	?	2%	0%	-28%[87.6 µM]	-33%&-3%	-5%	10%[23.9 µM]	7%	-20%
GPT2 inhibitor	?	.	i	i	?	i	i	-30%[27.3 µM]	-12%
3T3 cytotox	.	.	-24%	?	.	?	.	.	-1%

Some of the compounds tested. The share of hits here may be higher or lower than overall.
